KAT2A inh – inhibitors of human GCN5L2 histone acetyltransferase; hit rate 0.21% among 390,000; AID 504327; Potency, µM (titrated, usually from 58.9 µM), inactives show top-dose activity change, negative = inhibition, usual class: inhibitors; GCN5L2 HAT assay, ThioGlo1 CoA-SH fluorescence
Target sequence (Q92830 whole entry, looked up): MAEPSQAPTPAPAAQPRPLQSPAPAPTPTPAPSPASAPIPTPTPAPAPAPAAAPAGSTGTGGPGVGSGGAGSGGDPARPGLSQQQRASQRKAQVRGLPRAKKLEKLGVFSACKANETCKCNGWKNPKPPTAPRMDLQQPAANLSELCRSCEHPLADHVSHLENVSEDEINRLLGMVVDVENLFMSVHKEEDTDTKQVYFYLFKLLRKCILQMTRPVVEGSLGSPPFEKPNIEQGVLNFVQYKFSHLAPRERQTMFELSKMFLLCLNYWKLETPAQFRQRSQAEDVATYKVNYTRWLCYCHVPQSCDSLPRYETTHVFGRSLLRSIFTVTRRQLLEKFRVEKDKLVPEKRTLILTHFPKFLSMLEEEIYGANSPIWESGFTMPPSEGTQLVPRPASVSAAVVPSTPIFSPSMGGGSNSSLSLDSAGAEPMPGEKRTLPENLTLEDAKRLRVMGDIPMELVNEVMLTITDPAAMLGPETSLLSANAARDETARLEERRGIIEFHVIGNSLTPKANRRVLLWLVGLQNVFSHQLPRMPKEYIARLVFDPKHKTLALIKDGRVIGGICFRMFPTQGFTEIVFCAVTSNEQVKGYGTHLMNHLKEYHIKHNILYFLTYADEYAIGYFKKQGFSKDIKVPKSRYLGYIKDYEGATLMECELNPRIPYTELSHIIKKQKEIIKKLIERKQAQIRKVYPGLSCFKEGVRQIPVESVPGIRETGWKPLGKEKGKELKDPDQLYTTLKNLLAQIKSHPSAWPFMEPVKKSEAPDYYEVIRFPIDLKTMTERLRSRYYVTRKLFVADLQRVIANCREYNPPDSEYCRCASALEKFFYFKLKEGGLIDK
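Compounds, pin-transferred from DMSO stocks, meet 20nM GCN5L2 for 15 min before the reaction begins with H3(1-25) peptide (75uM) and acetyl-CoA (70uM). Thiol-reactive ThioGlo1 reports CoA release over 20 min at room temperature.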
DT40 TDP1 CPT – DT40-hTDP1 cell growth loss with CPT; chicken DT40 Tdp1-/-;hTDP1 cells + 20 nM CPT, ATP luminescence, 48 h; Potency, µM (doses to about 46.2 µM), without a hit: at the highest dose activity change, negative = growth inhibition, usual class: inhibitors; hit rate 12% among 420,000; AID 686979; further: nearly all actives have a fitted effect of over 55% in size
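Chicken DT40 Tdp1-/- cells complemented with human TDP1, 400 cells/well, exposed to compounds plus 20 nM camptothecin for at least 48 h at 37 C; viability read as ATP content by CellTiter-Glo luminescence.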
DT40 TDP1 no CPT – qHTS for Inhibitors of human tyrosyl-DNA phosphodiesterase 1 (TDP1): qHTS in cells in absence of CPT. DT40 Tdp1-/- hTDP1 cells, no CPT, ATP luminescence, 48 h. hit rate 15% among 420,000. AID 686978, 2013. Potency, µM (series often up to 46.2 µM), for the others: at the top dose activity change, negative = growth inhibition, actives largely listed as inhibitors; further: nearly all actives have a fitted effect of over 55% in size
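Readout: luminescence from CellTiter-Glo after 30 min in the dark at RT. Cells: DT40 Tdp1-/- with stable hTDP1, 400/well. Exposure: compounds alone, ≥48 hr, 37 °C.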
An asterisk follows results filed as active; ? = inconclusive; / = no result given; & = joins results of further samples; [ ] = remark or other dose. The call rests on the fitted dose curve; in most records, active means well fitted curve in the direction sought with a large enough effect; inconclusive means small, poorly fitted or top-dose-only effect, or another doubt; inactive means no such curve, though single readings can be large; an effect the other way counts as inactive or inconclusive. On the % scale 0 is the no-effect control and ±100 the full control effect; potency means the concentration at half of the fitted maximal effect. These rows are one share of the data; the hit share may differ from the screen's.

Each structure is followed by: KAT2A inh | DT40 TDP1 CPT | DT40 TDP1 no CPT
CN(C)/C=N/c1ncc(C(=O)c2ccccc2)s1
→ -17.5% | -9.3% | -3.9%
CCc1ccc(NC(=O)CCNC(=O)Cn2cnc3ccccc3c2=O)cc1
→ -0.1%&-0.7% | ? | -28.2%&-12.6%
Cc1ccccc1C(=O)NNC(=S)Nc1cccc(C(F)(F)F)c1
→ -0.1% | ? | 23.1µM*
Cc1nnc(SCC(=O)NCC(=O)Nc2ccc(F)c(F)c2F)n1N
→ 1.2% | 10.8% | -1.2%
CCOC(=O)NS(=O)(=O)c1ccc(CCNC(=O)c2cc(C)on2)cc1
→ 0.5% | 3.8% | -12.7%
COc1ccc(NC(=O)N(C)C[C@@H]2Oc3c(NC(=O)Nc4c(C)noc4C)cccc3C(=O)N([C@@H](C)CO)C[C@@H]2C)cc1
→ -1.4% | 1.5% | -25.4%
O=C(NCC1CCCO1)c1ccc(Br)s1 (stereo unspecified)
→ 0.5% | 7.2% | 4.1%
CCOC(=O)N1CCC(NC(=O)c2cc(S(=O)(=O)N3CCCCC3)ccc2F)CC1
→ -8.8% | -6.3% | 4.2%
COc1ccc(/C=C/C(=O)NCC(=O)N2CCC(N(C)CCN3CCOCC3)CC2)cc1OC
→ -3.9% | 11.9% | 19.8%
O=C(Nc1ccc2c(c1)OCO2)c1ccc([N+](=O)[O-])cc1[N+](=O)[O-]
→ 4.4% | ? | ?
Cc1[nH]c2ccccc2c1SCc1nnc(SCc2ccc(Cl)cc2)n1C
→ -7.7% | ? | ?
CC1(C)CC(=O)C2=C(C1)N(c1ccc(F)cc1)C(=O)CC2c1cccnc1 (stereo unspecified)
→ -5.1% | 7.0% | -1.8%
Cc1ccc2nc(NC(=O)CCn3c(=O)sc4ccccc43)sc2c1
→ -1.0% | 18.4µM* | ?
CCCNC(=O)c1cc2c(c(-c3cccc(-c4ccccc4F)c3)n1)[C@H](CCO)N(C(=O)CC1CC1)C2
→ / | 16.4µM* | 16.4µM*
COc1cc2c(cc1OC)C(C)N(C(=O)c1cc3ccccc3o1)CC2 (stereo unspecified)
→ -2.8% | 8.2µM* | ?
CC(NC(=O)c1cccnc1)c1nnc2n1CCN(Cc1ccc(-c3ccccc3)cc1)CC2 (stereo unspecified)
→ / | 18.7%[9.04 µM] | -17.5%
CC(=O)N/C(N)=N/c1nc2cc([N+](=O)[O-])ccc2o1
→ -9.5% | -0.2% | -24.3%
COc1ccc(S(=O)(=O)N2CCOCC2)cc1NC(=O)COC(=O)c1oc2ccccc2c1C
→ 1.0% | -10.1% | ?
CCc1ccc(CNC(=O)c2cc(-c3ccc(Cl)s3)nc3ccccc23)cc1
→ -1.4% | ? | ?
CC1(c2nnc(-c3ccccc3)o2)CC(c2ccc([N+](=O)[O-])cc2)=NO1 (stereo unspecified)
→ / | ? | 18.4µM*
CCOC(=O)C1(Cc2ccc(OC)cc2)CCN(C(=O)CCn2cccn2)CC1
→ 3.5% | -9.9% | ?
O=C(c1ccccc1)c1ccc(NCCCn2ccnc2)c([N+](=O)[O-])c1
→ 16.4% | -28.7% | ?
COc1ccc(OCC(=O)NC(=S)Nc2ccc(S(=O)(=O)Nc3cc(OC)nc(OC)n3)cc2)cc1
→ -1.0% | 4.0% | -26.3%
Cc1cc2c(cc1NS(=O)(=O)c1cccc(C#N)c1)n(C)c(=O)c(=O)n2C
→ -3.4% | 4.5% | ?
OC(Cn1cncn1)(c1ccc(F)cc1)c1ccc(Cl)cc1 (stereo unspecified)
→ -19.4% | -27.9% | ?
Cc1nn(CCC(=O)NNC(=S)Nc2ccc([N+](=O)[O-])cc2)c(C)c1[N+](=O)[O-]
→ 1.4% | 6.5% | -21.0%
NC(=O)c1cc(S(=O)(=O)Nc2cccc(F)c2)co1
→ 2.0% | 3.7% | -3.2%
CC1CCN(C(=O)CC(NC(N)=O)c2ccccc2Cl)CC1 (stereo unspecified)
→ -1.1% | -12.3% | -4.2%
O=C(NC1CCN(Cc2ccccc2)CC1)C1CCCN(S(=O)(=O)c2cccc3nonc23)C1 (stereo unspecified)
→ 0.9% | ? | -5.7%
CCOC(=O)c1cccc(NC(=O)CN(c2ccc(C)cc2)S(=O)(=O)c2c(C)n[nH]c2C)c1
→ -15.3% | ? | ?
Oc1ccc(C=NN=Cc2ccco2)c(O)c1
→ / | -3.5% | -5.3%
O=C1[C@H]2[C@@H](/C=C/c3ccccc3)N3C(=O)CN(Cc4ccccn4)C(=O)[C@@]3(Cc3ccccc3)[C@H]2C(=O)N1c1ccccc1
→ 0.2% | 1.1% | -4.1%
CN1CCN(c2ccc(Cl)cc2NC(=O)CCN2C(=O)c3ccccc3C2=O)CC1
→ -3.3% | -2.6% | -26.4%
CCCC(=O)Nc1c(C(=O)OCC)[nH]c2ccccc12
→ 2.6% | -21.0% | 1.84µM*
COc1cccc(C2NC(=S)NC3=C2CCc2ccccc23)c1 (stereo unspecified)
→ -6.8% | ? | -25.6%
CCOC(=O)C1(Cc2cccc(OC)c2)CCN(Cc2cccn2-c2nccs2)CC1
→ -15.7% | ? | ?
CCOc1ccccc1N1CCN(C(=O)/C=C/c2cccc([N+](=O)[O-])c2)CC1
→ -3.3% | ? | ?
CNc1nc(-c2cccc(C#N)c2)nc2ccccc12
→ -14.6% | ? | ?
C[C@@H]1CNCCN1S(=O)(=O)c1cccc2cnccc12
→ / | ? | 29.9µM*
Cc1ccc(N2C(=O)c3ccccc3NC2C(C)Cc2ccc3c(c2)OCO3)cc1 (stereo unspecified)
→ -11.7% | ? | ?
CCOc1ccccc1NC(=O)NC(C)c1ccncc1 (stereo unspecified)
→ ? | -3.2% | -0.9%
CCN(CC)C(=S)SCC(=O)c1ccccc1
→ -14.1% | ? | ?
CCC1(c2ccc(F)cc2)NC(=O)N(CC(=O)N2CCN(S(=O)(=O)c3ccc(C)cc3C)CC2)C1=O (stereo unspecified)
→ / | ? | ?
CCCCC(=O)NC(=S)Nc1cccc(NC(=O)c2ccco2)c1
→ 20.5% | -24.3% | -25.2%
O=C(NC(=S)NCC1CCCO1)c1ccc(Cl)cc1Cl (stereo unspecified)
→ -1.1% | -2.6% | -2.9%
COc1cccc(CN(C)C(=O)CNC(=O)c2ccc3c(c2)OCO3)c1OC
→ -2.3% | -7.1% | -1.6%
O=S(=O)(c1ccccc1)N1CCC2(CCN(C(c3ccccc3)c3ccccc3)CC2)CC1
→ -10.2% | -8.3% | ?
CC(=O)Nc1cccc(NC(=O)CSc2cn(CC(=O)N(C(C)C)C(C)C)c3ccccc23)c1
→ -1.9% | ? | ?
CC(=O)C(Sc1nn(C)c(=S)s1)C(=O)Nc1ccccc1 (stereo unspecified)
→ ? | -3.2% | ?
CN1CCN(c2ccc(Cl)cc2NC(=O)/C=C/c2ccc(F)cc2)CC1
→ -9.0% | ? | 16.4µM*
CC1=C(C(=O)N(C)C)CC(CC(=O)NC2CC2)C(=O)N1Cc1ccc(C(C)(C)C)cc1 (stereo unspecified)
→ / | -12.4% | ?
COc1ccc(OC)c(-c2csc(NC(=O)c3ccccc3F)n2)c1
→ -11.6% | -17.5% | -5.4%
O=C(O)CN1CCN(Cc2ccc(F)cc2Cl)C1=O
→ -5.6% | -10.7% | -2.0%
OC1CCCN(Cc2nc(Cc3ccccc3Cl)no2)C1 (stereo unspecified)
→ 1.3% | -6.0% | 15.1%
COc1ccc(C(=O)Nc2cc(-c3nc4ccccc4s3)ccc2OC)cc1
→ -11.6% | 3.26µM* | 5.17µM*
CN(C)c1nc(Nc2ccccc2)nc(N(C)C)n1
→ ? | 0.7% | -29.7%
CCOc1ccc(C(=O)Nc2ccc(N3CCN(C(=O)c4ccco4)CC3)cc2)cc1Br
→ / | -23.4% | ?
CC(=O)c1ccc(NC(=O)C(C)OC(=O)COc2ccc(C#N)cc2)cc1 (stereo unspecified)
→ -7.3% | 10.7% | 7.1%
COc1ccccc1-c1noc(CCC(=O)Nc2cccc(C)c2)n1
→ 2.3% | ? | ?
CC(=O)Nc1coc2ccc(Br)cc12
→ -3.7% | ? | ?

Part of the list above in order of number of heavy atoms, ascending.
Each structure is followed by: KAT2A inh | DT40 TDP1 CPT | DT40 TDP1 no CPT
OC1CCCN(Cc2nc(Cc3ccccc3Cl)no2)C1 (stereo unspecified)
→ 1.3% | -6.0% | 15.1%
CN1CCN(c2ccc(Cl)cc2NC(=O)/C=C/c2ccc(F)cc2)CC1
→ -9.0% | ? | 16.4µM*
CC1=C(C(=O)N(C)C)CC(CC(=O)NC2CC2)C(=O)N1Cc1ccc(C(C)(C)C)cc1 (stereo unspecified)
→ / | -12.4% | ?

(more compounds)
Each structure is followed by: KAT2A inh | DT40 TDP1 CPT | DT40 TDP1 no CPT
COC(=O)c1c(NC(NC(=O)c2ccccc2)(C(F)(F)F)C(F)(F)F)sc2c1CCN(C)C2
→ 1.1% | ? | ?
O=C(OCc1nnc(-c2ccccc2)o1)c1ccc([N+](=O)[O-])o1
→ -4.1% | ? | -11.2%
CCc1ccc(NC(=O)C2CCN(c3c(N4CCCC4)c(=O)c3=O)CC2)cc1
→ 1.6% | 7.0% | 20.7%
O=C(COC(=O)C1CC(=O)N(c2ccc3c(c2)OCCO3)C1)NC1CCCc2ccccc21 (stereo unspecified)
→ -1.0% | -7.2% | -18.0%
COc1cc(-c2nc3cccc(C)n3c2Nc2ccc3c(c2)OCCO3)ccc1O
→ -3.2% | ? | ?
CCc1cccc(CC)c1NC(=S)NCC(c1cccnc1)N1CCOCC1 (stereo unspecified)
→ 1.1% | -0.4% | -11.1%
O=C(N=C1SC2CS(=O)(=O)CC2N1Cc1ccccc1)C1CCCO1 (stereo unspecified)
→ -10.3% | -13.4% | 1.8%
COc1cc(C(=O)NCCc2csc(-c3ccc(Cl)cc3)n2)cc(OC)c1OC
→ 0.5% | ? | 20.6µM*
Cc1cc(NC(=O)c2ccco2)ncc1NC(=O)CCc1ccccc1
→ -5.7% | -17.7% | ?
COc1cccc(C2(CC(=O)N3CCN(c4ccccn4)CC3)CC(=O)N(C3CCCC3)C2=O)c1 (stereo unspecified)
→ / | 1.3% | ?
COc1ccccc1S(=O)(=O)Nc1cc(S(=O)(=O)N2CCCCC2)ccc1N1CCOCC1
→ -8.4% | -23.8% | -29.0%
C#CCOCCOCCOCCNc1nc(N2CCOCC2)nc(N2CCN(C(=O)[C@H](Cc3cc4ccccc4[nH]3)n3cc([C@@H](N)Cc4ccc(O)cc4)nn3)CC2)n1
→ -2.6% | -1.2% | -20.5%
Cc1ccc(C(=O)Nc2ccc(N3CCN(S(C)(=O)=O)CC3)cc2)cc1C
→ 2.3% | -24.7% | -11.5%
COc1ccc(-n2c(Cc3cccn3C)nnc2SCC(=O)Nc2ccccc2F)cc1
→ -6.0% | -20.8% | -25.5%
O=S(=O)(c1ccc(Cl)cc1)N1CCN(c2ncccn2)CC1
→ -3.2% | 2.3% | -21.7%
Cc1cnc(C)c(-c2ccc(F)c3c2OC(CNC(=O)Cc2c(C)[nH]c4ccccc24)C3)n1 (stereo unspecified)
→ / | -3.6% | -30.0%
Cc1cc(C)n(C(=O)CCCC(=O)n2nc(C)cc2C)n1
→ -1.5% | -0.7% | 3.9%
CCOc1ccc(NCc2cccn2-c2nnc(N3CCC(C(=O)NCCCN4CCCCC4C)CC3)s2)cc1 (stereo unspecified)
→ -2.3% | ? | ?
COC(=O)c1ccc(NC(=O)CN2CCOCC2)cc1
→ 0.8% | 8.4% | -0.5%
CCOc1ccccc1N(CC(=O)NC1CCCCC1)C(=O)CCC(=O)Nc1nccs1
→ -7.0% | -18.0% | ?
COc1ccc(OC)c(NC(=O)Nc2nc(C(N)CCc3ccccc3)cs2)c1 (stereo unspecified)
→ / | 7.31µM* | 9.2µM*
CC(=O)N1CCN(CC(C)(C)NS(=O)(=O)c2ccc(C)cc2)CC1
→ -2.4% | -13.6% | 17.7%
CC(=O)Nc1cccc(-c2cn3ccccc3n2)c1
→ -3.1% | 24.5% | 9.4%

Structures from the list above containing a furan ring, fused or not (9):
Each structure is followed by: KAT2A inh | DT40 TDP1 CPT | DT40 TDP1 no CPT
COc1cc2c(cc1OC)C(C)N(C(=O)c1cc3ccccc3o1)CC2 (stereo unspecified)
→ -2.8% | 8.2µM* | ?
COc1ccc(S(=O)(=O)N2CCOCC2)cc1NC(=O)COC(=O)c1oc2ccccc2c1C
→ 1.0% | -10.1% | ?
NC(=O)c1cc(S(=O)(=O)Nc2cccc(F)c2)co1
→ 2.0% | 3.7% | -3.2%
Oc1ccc(C=NN=Cc2ccco2)c(O)c1
→ / | -3.5% | -5.3%
CCCCC(=O)NC(=S)Nc1cccc(NC(=O)c2ccco2)c1
→ 20.5% | -24.3% | -25.2%
CCOc1ccc(C(=O)Nc2ccc(N3CCN(C(=O)c4ccco4)CC3)cc2)cc1Br
→ / | -23.4% | ?
CC(=O)Nc1coc2ccc(Br)cc12
→ -3.7% | ? | ?
O=C(OCc1nnc(-c2ccccc2)o1)c1ccc([N+](=O)[O-])o1
→ -4.1% | ? | -11.2%
Cc1cc(NC(=O)c2ccco2)ncc1NC(=O)CCc1ccccc1
→ -5.7% | -17.7% | ?
